Compound activity (PubChem BioAssay)
PAFAH1B3 inh = PAFAH1B3 enzyme inhibitors, primary screen, biochemical, fluorescence polarization, human; 340,000 compounds, 0.28% hits; recombinant PAFAH1B3, FP-rhodamine probe; inhibition, % at 3.39 µM;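 active = inhibition above the screen-wide average of all tested compounds plus 3 SD, cut at about 25% in these data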;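 also: 0% = enzyme with DMSO only and 100% = wells lacking PAFAH1B3 protein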
Target sequence (Q15102 whole entry, looked up): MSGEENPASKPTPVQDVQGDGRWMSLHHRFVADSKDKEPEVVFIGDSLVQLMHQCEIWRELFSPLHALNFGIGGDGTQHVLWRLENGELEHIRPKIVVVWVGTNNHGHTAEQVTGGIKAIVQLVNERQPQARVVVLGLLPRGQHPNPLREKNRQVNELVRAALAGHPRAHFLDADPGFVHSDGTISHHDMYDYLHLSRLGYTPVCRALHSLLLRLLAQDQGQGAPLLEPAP
PAFAH1B2 inh = PAFAH1B2 enzyme inhibitors, primary screen, biochemical, fluorescence polarization, human | AID 492953, 2010 | inhibition, % at 3.39 µM | 340,000 compounds, 1.2% hits | Platelet-activating factor acetylhydrolase IB subunit alpha2 (Homo sapiens), P68402 | recombinant PAFAH1B2, FP-rhodamine activity probe;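 active = inhibition above the mean of all tested compounds plus 3 SD, cut at about 24% in these data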;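 also: 0% = enzyme with DMSO and 100% = wells lacking PAFAH1B2; many of its hits are not listed in these tables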
Target sequence (P68402 whole entry, looked up): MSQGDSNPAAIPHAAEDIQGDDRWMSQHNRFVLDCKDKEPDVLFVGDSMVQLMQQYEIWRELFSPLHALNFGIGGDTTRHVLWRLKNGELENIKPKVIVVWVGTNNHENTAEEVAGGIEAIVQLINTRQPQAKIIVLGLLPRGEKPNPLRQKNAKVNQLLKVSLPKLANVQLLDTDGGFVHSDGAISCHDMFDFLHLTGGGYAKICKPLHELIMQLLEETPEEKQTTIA
pPAFAH FP inh = pPAFAH enzyme inhibitors, primary screen, biochemical, fluorescence polarization, human | 330,000 compounds, 1.5% hits | AID 463082, 2010 | inhibition, % at 3.39 µM | recombinant pPAFAH, FP-rhodamine probe fluorescence polarization;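 active = inhibition above the mean inhibition across the screen plus 3 SD, cut at about 25% in these data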;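 also: inhibitors block binding of the rhodamine activity-based probe so polarization drops; 0% = enzyme with DMSO and 100% = wells lacking pPAFAH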
ZTA counter = counter-screen for EBNA-1 inhibitors: inhibitors of Epstein-Barr virus ZTA; P03206; ZTA-DNA binding, fluorescence polarization; inhibition, % at 11 µM; 320,000 compounds, 0.15% hits; AID 2234; in the data active = inhibition above about 33%
PAFAH2 inh = PAFAH2 enzyme inhibitors, primary screen, biochemical, fluorescence polarization, human; Platelet-activating factor acetylhydrolase 2, cytoplasmic (Homo sapiens), Q99487; recombinant PAFAH2, FP-rhodamine activity probe; inhibition, % at 3.39 µM; 340,000 compounds, 0.99% hits; AID 492956, 2010;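 active = inhibition above the mean over all tested compounds plus 3 SD, cut at about 30% in these data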;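 also: inhibitors block probe labeling of enzyme so polarization drops; 0% = enzyme with DMSO and 100% = wells lacking PAFAH2 protein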
EBNA-1 inhibitor = EBNA-1 DNA-binding inhibitors, primary screen, biochemical, fluorescence polarization | inhibition, % at 14.8 µM | 300,000 compounds, 0.34% hits | AID 1950, 2009; in the data active = inhibition above about 28%
LYPLA2 inh = LYPLA2 inhibitors, primary screen, counter-screen for PME1 inhibitor project, biochemical, fluorescence polarization, FP-Rh probe ABPP; recombinant LYPLA2; Acyl-protein thioesterase 2 (Homo sapiens), O95372; inhibition, % at 5.9 µM; 320,000 compounds, 0.38% hits; AID 2177, 2009;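 active = inhibition above the screen-wide mean plus 3 SD, limit set per campaign, cut at about 26% in these data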;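 also: 0% = LYPLA2 with DMSO and 100% = wells lacking LYPLA2 enzyme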
Target sequence (O95372 whole entry, looked up): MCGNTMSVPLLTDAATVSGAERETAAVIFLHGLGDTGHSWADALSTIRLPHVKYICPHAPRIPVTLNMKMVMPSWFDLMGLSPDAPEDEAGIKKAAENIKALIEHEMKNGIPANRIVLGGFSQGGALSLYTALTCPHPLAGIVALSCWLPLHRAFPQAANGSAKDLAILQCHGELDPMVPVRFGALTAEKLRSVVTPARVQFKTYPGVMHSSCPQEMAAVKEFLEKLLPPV
LYPLA1 inh = LYPLA1 inhibitors, primary screen, counter-screen for PME1 inhibitor project, biochemical, fluorescence polarization, FP-Rh probe ABPP. Acyl-protein thioesterase 1 (Homo sapiens), O75608. recombinant LYPLA1. inhibition, % at 5.9 µM. 320,000 compounds, 0.16% hits;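 active = inhibition above the mean of all tested compounds plus 3 SD, set per campaign, cut at about 14% in these data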;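 also: inhibitors block serine hydrolase probe labeling of LYPLA1 so polarization falls; 0% = enzyme with DMSO and 100% = wells lacking LYPLA1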
Target sequence (O75608 whole entry, looked up): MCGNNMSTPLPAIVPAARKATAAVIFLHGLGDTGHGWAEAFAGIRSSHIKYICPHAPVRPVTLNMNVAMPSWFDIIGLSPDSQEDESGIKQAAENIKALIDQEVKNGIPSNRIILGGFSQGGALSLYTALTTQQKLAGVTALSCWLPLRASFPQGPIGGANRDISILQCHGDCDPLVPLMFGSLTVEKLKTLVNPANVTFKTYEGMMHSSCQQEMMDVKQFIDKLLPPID
PREPL inh = PREPL enzyme inhibitors, primary screen, biochemical, fluorescence polarization; Prolyl endopeptidase-like (Homo sapiens), Q4J6C6; recombinant PREPL, fluorescence polarization activity-based probe; inhibition, % at 5.96 µM; 320,000 compounds, 0.68% hits; AID 2751, 2010; in the data active = inhibition above about 43%;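 also: 0% = enzyme with DMSO and 100% = wells lacking enzyme; many of its hits are not listed in these tables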
* hit, by the source's call; . = no result given. These rows are one share of the data; count on the stated rates, not on these rows.

SMILES	PAFAH1B3 inh	PAFAH1B2 inh	pPAFAH FP inh	ZTA counter	PAFAH2 inh	EBNA-1 inhibitor	LYPLA2 inh	LYPLA1 inh	PREPL inh
O=C(CN1C(=O)C2CC=CCC2C1=O)Nc1ccccc1N1CCCC1 (stereo unspecified)	-1	6	5	-18	-11	5	-1	1	5
CCOC(=O)C1CCN(c2c(NC3CCCc4ccccc43)c(=O)c2=O)CC1 (stereo unspecified)	3	0	2	0	7	0	-4	-2	2
Cc1ccc(NC2=CC(=O)CC(c3ccco3)C2)c(N)c1 (stereo unspecified)	5	0	7	2	12	8	4	6	4
CC(C)Sc1nc2c(c(=O)[nH]c(=O)n2C)n1Cc1ccccc1	1	6	0	-9	-5	-5	1	1	-2
CC(=O)c1c(N2CCN(C(=O)C3CCCO3)CC2)nc(=S)n(-c2ccccc2)c1C (stereo unspecified)	1	-6	-4	6	3	16	8	0	-11
Cc1ccc(OCC(=O)N2CCOCC2)c([N+](=O)[O-])n1	2	0	-4	-12	4	-10	1	-2	19
CCN1CCN(CC(=O)N2CCCC(C(=O)c3ccc(Oc4ccccc4)cc3)C2)CC1 (stereo unspecified)	4	3	8	5	8	-11	-3	-1	39
O=C(O)Cn1cc(C(=O)C2CC2)c2ccccc21	1	0	1	17	0	-3	12	2	3
N#CCCC12CCCCC1=Nc1ccccc12 (stereo unspecified)	18	3	5	-2	8	-1	-2	-1	-3
Cc1c(C(=O)OCC(=O)Nc2ccc3c(c2)OCO3)cccc1[N+](=O)[O-]	-4	6	4	3	72*	-13	-8	-2	10
CCOC(=O)c1c(NC(=S)NNS(=O)(=O)c2ccc(Br)cc2)sc2c1CCCCC2	-2	4	-1	-8	-5	3	4	-3	-1
CNc1nc(SC)nc2ccccc12	10	8	-3	4	4	-7	3	2	17
COc1ccc(NC(=O)c2ccccc2OCc2ccc(F)cc2)c(OC)c1	9	3	3	3	4	-5	1	-8	-4
O=C(CCCC(=O)c1ccccc1)Nc1ccc(O)cc1	16	5	4	-9	-6	9	-1	-1	13
O=C(COc1ccc2oc3c(c2c1)CCCC3)Nc1ccccn1	3	0	0	-1	8	4	-2	-4	-16
COC(=O)Nc1ccc2c(c1)N(C(=O)CCN1CCOCC1)c1ccccc1S2	1	6	1	-7	-8	-15	-6	0	-1
CCOC(=O)/C=C/C(=O)NNC(=O)c1ccccc1Cl	7	-2	5	7	5	3	-5	-2	-4
CCc1cccc(NC(=O)CCc2nc(-c3cccs3)no2)c1	1	1	-3	3	-5	3	-2	-2	9
Cn1c(N)c(C(=O)COC(=O)COc2cccc(Br)c2)c(=O)n(C)c1=O	11	4	-3	.	-3	.	.	.	16
N/C(=N\OC(=O)c1ccncc1)c1cccc([N+](=O)[O-])c1	1	1	-4	0	-1	3	4	6	8
O=C(CSc1nc2cc(C(F)(F)F)ccc2n1Cc1ccccc1)NC1CCS(=O)(=O)C1 (stereo unspecified)	3	2	16	-4	8	-5	1	-3	19
O=c1[nH]c(=S)n(C2CCCCC2)c(O)c1C=NCCN1CCOCC1	4	29*	7	-1	4	-3	0	0	4
CCOC(=O)C(=O)Nc1ccc(S(=O)(=O)N2CCOCC2)cc1OC	2	3	1	-2	-4	-2	4	-2	-1
COc1cc([N+](=O)[O-])ccc1N1C(=O)C2C3C=CC(C4CC34)C2C1=O (stereo unspecified)	2	4	-2	-16	4	7	-1	-6	22
COc1ccc(N(CC(=O)Nc2cc(OC)ccc2OC)S(C)(=O)=O)cc1	4	-1	-2	11	-4	-4	-1	-3	3
Continued:
SMILES	PAFAH1B3 inh	PAFAH1B2 inh	pPAFAH FP inh	ZTA counter	PAFAH2 inh	EBNA-1 inhibitor	LYPLA2 inh	LYPLA1 inh	PREPL inh
CCN(c1ccccc1)S(=O)(=O)c1ccc(C(=O)N2CC(C)CC(C)C2)cc1 (stereo unspecified)	3	7	1	-4	0	4	13	2	15
N/C(=N\NS(=O)(=O)c1ccccc1Cl)c1ccccn1	10	0	0	11	0	9	-3	-4	3
COc1cc2c(cc1OC)C(/C(C#N)=N\O)=NC(C)(C)C2	5	1	-3	-1	-1	-4	-6	-4	11
Cc1nnc(SCC(=O)Nc2ccc(N3CCOCC3)cc2)n1-c1ccccc1	-8	-1	1	-1	4	8	-10	-3	-1
O=C(Nc1nc(=O)[nH]s1)c1ccccc1	1	4	3	-8	3	-9	-5	0	2
COc1ccc(NC(=O)CSCC(=O)N(C)CC(=O)Nc2ccc(Cl)c(C(F)(F)F)c2)cc1	2	14	7	-8	-4	7	3	0	20
O=C1C2C3C=CC(CC3)C2C(=O)N1c1ccccc1F (stereo unspecified)	8	7	-6	8	-10	5	-11	-4	-1
O=C1OC2(c3ccccc3)C3CCCC2C13	15	21	4	-5	18	3	2	1	-15
Cc1ccc2nc(SC(C)C(=O)NC3CCCC3)[nH]c2c1 (stereo unspecified)	6	2	1	.	-3	.	.	.	4
CCCCc1nnc(NC(=O)CSc2nc(=O)cc(N)n2-c2ccccc2)s1	8	3	1	5	0	3	-1	-1	3
CCCCC(CC)CNC(=O)c1ncn[nH]1 (stereo unspecified)	-1	24	1	-17	2	-5	5	2	4
CN(C)c1ccc(C2CNC(c3ccc(Cl)c([N+](=O)[O-])c3)c3[nH]c4ccccc4c32)cc1 (stereo unspecified)	11	3	10	-20	1	-13	4	0	33
CC(=O)c1ccc(NS(=O)(=O)c2ccccc2)cc1	8	2	2	-7	0	-7	-5	-3	4
CCOC(=O)C1=C(c2ccccc2)c2ccccc2OC1C(=O)OCC (stereo unspecified)	3	12	5	.	-2	.	.	.	.
CCOC(=O)C1CCN(C(=O)CSc2cc(=O)n(C)c3ccccc23)CC1	-5	-1	7	-25	1	-1	9	0	-2
Cc1c(CCC(=O)N2CCC(C(=O)NCCCCCC(=O)O)CC2)c(=O)oc2cc3oc4c(c3cc12)CCCC4	3	4	3	17	4	11	-4	-2	18
C[C@H](CO)N1C[C@H](C)[C@@H](CN(C)C(=O)NC2CCCCC2)Oc2ccc(NC(=O)Cn3cnnn3)cc2C1=O	-5	-2	-1	.	-2	.	.	.	9
N#C/C(=C\c1ccc(Cl)c([N+](=O)[O-])c1)c1ccccn1	0	7	1	1	6	-10	0	1	11
O=C(NCCSCc1ccco1)Nc1cc(Cl)cc(Cl)c1	-1	-3	-3	-6	-9	17	-37	-24	-23
COc1ccc(NC(=O)c2ccc(S(=O)(=O)N3CCCCC3)cc2)cc1OC	9	3	3	.	7	.	.	.	12
CCN(CC)C(=O)CSc1nc2ncccc2[nH]1	1	-4	2	-10	5	-2	3	0	7
Fc1ccc(CNC(=S)Nc2ccc(OC(F)F)cc2)cc1	3	8	8	2	5	6	-4	-3	-2
O=C(CN(Cc1ccc(F)cc1)C(=O)C1CSC(=O)C1)NC1CCCCC1 (stereo unspecified)	2	6	3	7	1	10	6	5	5
Fc1ccc(Cn2nnnc2CN2CCN(C3CCCC3)CC2)cc1	7	0	1	13	-1	12	-2	0	9
CCN(CC)C(=O)c1[nH]cnc1C(=O)Nc1ccc(C)cc1	2	2	1	-7	-4	.	0	2	-1
(more compounds)
SMILES	PAFAH1B3 inh	PAFAH1B2 inh	pPAFAH FP inh	ZTA counter	PAFAH2 inh	EBNA-1 inhibitor	LYPLA2 inh	LYPLA1 inh	PREPL inh
CCOc1ncccc1C(=O)Nc1nc(C(C)(C)C)cs1	-1	6	-4	8	-1	0	3	2	3
COc1cc(N2C(=O)CC3(CCCC3)CC2=O)cc(OC)c1OC	-8	-1	6	-12	4	6	5	1	4
Cc1cc(C)nc(NS(=O)(=O)c2ccc(NC(=S)NC(=O)C(C)(C)C)cc2)n1	-3	4	-5	12	0	-5	2	1	15
O=C1C=C(c2cccc3c2sc2ccccc23)C[C@@H](c2ccc(F)cc2)C1	-11	3	-2	-2	4	.	0	0	-10
CC1CCN(c2nc3nonc3nc2Nc2ccc(F)cc2)CC1	1	0	-5	15	-5	-2	-9	-5	16
C/C=C\C=C\C(=O)Nc1cccc(C2=NOC3(C2)C[C@H](C(N)=O)N(C(=O)c2ccccc2C(=O)c2ccccc2)C3)c1 (stereo partly specified)	.	.	1	7	.	8	-23	-14	4
COc1ccc(CCNC(=O)COC(=O)C2CC2)cc1	-1	2	5	-5	0	1	-1	0	-3
Cc1ccccc1OC1C(=O)N(CC2CCCO2)C1c1ccc2c(c1)OCO2 (stereo unspecified)	-9	3	3	-2	-1	2	2	2	1
COc1ccc(N2CCN(Cc3nc(N)nc(N4CCCc5ccccc54)n3)CC2)cc1	8	0	-5	0	-1	-12	-4	-4	12
CCN1C(=O)[C@@H]2[C@@H](c3ccc(-c4ccc(F)cc4)c(OC)c3)N3CCC[C@@]3(C(=O)OC)[C@@H]2C1=O	8	3	1	.	9	.	.	.	21
COc1ccccc1NC(=O)c1ccc(Br)o1	6	3	-2	-7	0	-5	1	1	18
O=C(COC(=O)CCCOc1ccccc1)NC1CCS(=O)(=O)C1 (stereo unspecified)	7	2	7	12	4	-9	1	0	17
C=CCn1c(O)c2ccc(C(=O)N=NC(=O)COc3ccc(OC)cc3)cc2c1O	9	-2	4	12	4	-1	-3	-3	7
CCOC(=O)c1c(NC(=O)CCCC(=O)O)sc2c1CCC2	2	7	3	-6	1	2	7	0	11
O=C(/C=C/c1ccc(O)cc1)OCc1occc(=O)c1O[C@@H]1OC(CO)[C@@H](O)[C@H](O)[C@@H]1O (stereo partly specified)	18	4	-4	-3	7	-2	0	-2	1
CC(=O)c1ccc(OCc2cc(C(=O)N3CCN(c4ccccc4)CC3C)no2)cc1 (stereo unspecified)	2	3	10	4	18	11	15	3	-14
CN1CCN(C(=O)CN(C)S(=O)(=O)c2ccc3ccccc3c2)CC1	.	.	5	-5	.	-5	-8	7	-6
Oc1cccc(-c2nc3c4c(ncn3n2)-c2ccccc2CC42CCCC2)c1	-38	-25	-32	-4	-51	2	-70	-39	-12
COc1ccc(CC(=O)OCC(=O)NCc2ccc(F)cc2)cc1	4	4	12	.	-1	.	.	.	14
Cc1cc(C)c(C)c(OCC(=O)O/N=C(\N)c2ccncc2)c1	3	-2	-4	-7	-4	-3	-4	2	-19
O=C1CN(C(=O)COc2ccc(Cl)cc2Cl)c2ccccc2N1	2	1	6	8	-1	5	11	-1	-52
Cc1ccccc1Cn1cc(NS(=O)(=O)c2cn(C)nc2C)cn1	-4	1	4	12	2	5	4	-2	-4
CCOC(=O)C1CCN(C(=O)c2cc3c(=O)n4cccc(C)c4nc3s2)CC1	6	4	-1	2	-7	1	0	5	13
CCN1CNC(=S)N(c2ccccc2OC)C1	7	2	5	7	2	-3	-5	-1	10

Single records, as listed above.
CC(=O)c1ccc(OCc2cc(C(=O)N3CCN(c4ccccc4)CC3C)no2)cc1 (stereo unspecified) as listed: PAFAH1B3 inh: 2; PAFAH1B2 inh: 3; pPAFAH FP inh: 10; ZTA counter: 4; PAFAH2 inh: 18; EBNA-1 inhibitor: 11; LYPLA2 inh: 15; LYPLA1 inh: 3; PREPL inh: -14
Cc1ccccc1Cn1cc(NS(=O)(=O)c2cn(C)nc2C)cn1 as listed: PAFAH1B3 inh: -4; PAFAH1B2 inh: 1; pPAFAH FP inh: 4; ZTA counter: 12; PAFAH2 inh: 2; EBNA-1 inhibitor: 5; LYPLA2 inh: 4; LYPLA1 inh: -2; PREPL inh: -4
